ATXN2 expr inh: inhibitors of ATXN2 expression | HEK-293 ATXN2-luciferase reporter, luminescence, 24 h | Potency, µM (highest dose often 57 µM), without a hit: at the top dose activity change, negative = inhibition, most hits filed as inhibitors | 360,000 tested, 0.72% active | AID 1745845; note: potency is the fitted concentration of half-maximal effect; % is set by controls: 0 for no effect and ±100 for the full control effect; nearly all actives have a fitted effect of over 55% in size
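qHTS (up to 57 uM final) was run with 24 h compound exposure of reporter cells at 37 °C. Each well was multiplexed: SteadyGlo luminescence measured ATXN2-luciferase expression after a fluorogenic Gly-Phe-AFC viability readout (25 uM final).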
EPAC2 ag: agonists of human EPAC2 (RAPGEF4); EPAC2 activation, biochemical qHTS; response scale: 100% = 6.5 mM cAMP response; AID 720711; Q8WZA2; 360,000 tested, 0.079% active; Potency, µM (series often up to 154 µM), inactives show top-dose activation, hits mostly activators; note: potency is the fitted concentration of half-maximal effect; nearly all actives have a fitted effect of over 50% in size
Target sequence (Q8WZA2 whole entry, looked up): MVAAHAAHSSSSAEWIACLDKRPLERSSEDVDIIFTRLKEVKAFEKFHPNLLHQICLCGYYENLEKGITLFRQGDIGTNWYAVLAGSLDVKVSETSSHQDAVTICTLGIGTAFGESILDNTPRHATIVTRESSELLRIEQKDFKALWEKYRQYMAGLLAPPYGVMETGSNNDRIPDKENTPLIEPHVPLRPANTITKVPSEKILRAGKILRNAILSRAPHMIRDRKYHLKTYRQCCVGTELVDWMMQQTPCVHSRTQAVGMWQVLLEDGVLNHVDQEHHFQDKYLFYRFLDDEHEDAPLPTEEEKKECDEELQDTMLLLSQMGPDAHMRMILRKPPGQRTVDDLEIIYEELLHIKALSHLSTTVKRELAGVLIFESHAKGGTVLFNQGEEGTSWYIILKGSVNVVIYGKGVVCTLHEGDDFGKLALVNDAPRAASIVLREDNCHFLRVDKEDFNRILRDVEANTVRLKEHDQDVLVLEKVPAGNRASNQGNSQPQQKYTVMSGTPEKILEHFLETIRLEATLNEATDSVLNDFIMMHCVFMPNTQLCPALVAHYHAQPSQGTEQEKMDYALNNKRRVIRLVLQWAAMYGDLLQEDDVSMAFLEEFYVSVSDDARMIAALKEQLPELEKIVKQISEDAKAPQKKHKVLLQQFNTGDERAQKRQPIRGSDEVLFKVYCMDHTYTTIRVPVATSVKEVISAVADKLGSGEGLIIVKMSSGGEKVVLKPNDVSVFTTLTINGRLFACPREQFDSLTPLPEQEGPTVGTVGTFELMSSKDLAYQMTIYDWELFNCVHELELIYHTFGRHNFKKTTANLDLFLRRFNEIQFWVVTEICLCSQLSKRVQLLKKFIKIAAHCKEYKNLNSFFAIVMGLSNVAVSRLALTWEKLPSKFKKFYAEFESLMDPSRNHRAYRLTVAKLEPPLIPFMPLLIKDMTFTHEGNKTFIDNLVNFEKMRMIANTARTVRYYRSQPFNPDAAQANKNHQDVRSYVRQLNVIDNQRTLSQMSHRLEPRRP
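Setup: EPAC2 100 nM, labeled Rap1B complex 250 nM, free GDP 50 uM. Compound titrations pinned in, brief spin, 5 min room temperature incubation. Kinetic fluorescence read over 30 min, normalized to 6.5 mM cAMP.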
HepG2 tox: counter-screen for TGF-b inhibitors: cytotoxicity in HepG2 cells | Potency, µM (series often up to 46.1 µM), without a hit: at the top dose activity change, negative = cytotoxicity, usual class: cytotoxic | HepG2 CAGA-GFP viability, ATP luminescence, 18 h | 410,000 tested, 0.76% active; note: potency is the fitted concentration of half-maximal effect; some results filed as inactive show a strong effect at the top dose
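CellTiter-Glo luminescence gave cytotoxicity after 18 hours at 37 degrees C. The cells were HepG2 CAGA-GFP in 1% FBS DMEM, stimulated with 500 pg/mL TGF-beta after compound addition. %Activity was normalised to no-cell wells (complete cell-killing) and DMSO (no toxicity), and curves were fitted and classified.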
IL-2 act: IL-2 activation. activation, % (series mostly up to about 46 µM). IL-2 activation reporter assay, cell-based qHTS; stimulated with anti-CD3/CD4/CD28 beads; in transgenic mouse T cells. AID 652025. 360,000 tested, 0.065% active; in the data active = activation above about 50%; inconclusive = mostly about 30% to 49%; note: 0% is about no effect
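Unstimulated transgenic mouse T cells preincubated 60 min with compound, then stimulated with anti-CD3/anti-CD4-coated beads plus anti-CD28 for 18 h at 37 degrees C. IL-2 response read as EGFP and DsRed fluorescence by plate cytometry.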
ATXN viability: reduces viability in counter-screen for ATXN expression inhibitors; S2 cells (HEK-293 line with an ATXN2-luciferase reporter) viability, CellTiter-Fluor protease fluorescence, 24 h; Potency, µM (series often up to 56.7 µM), actives largely listed as cytotoxic; 400,000 tested, 0.49% active; AID 651635; note: potency is the fitted concentration of half-maximal effect; nearly all actives have a fitted effect of over 40% in size
Nrf2 block: inhibitors of Nrf2 signaling | 360,000 tested, 2.1% active | AID 504444 | A549 ARE-Fluc reporter, luciferase luminescence, 18-24 h | Potency, µM (titrated, usually from 46 µM), for inactives: top-dose activity change, negative = inhibition, most hits filed as inhibitors; note: potency is the fitted concentration of half-maximal effect; % is set by controls: 0 for no effect and ±100 for the full control effect; nearly all actives have a fitted effect of over 60% in size
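Concentration-response testing used A549 ARE_Fluc cells at 5000 cells/well. Following an 18-24 h compound incubation, viability was read by fluorescence (Ex 405/Em 525) and luciferase output by luminescence.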
A549 viability: counter-screen for Nrf2 inhibitors: cytotoxicity in A549 cells | AID 504648 | Potency, µM (top dose mostly 46 µM), without a hit: at the top dose activity change, negative = cytotoxicity, actives largely listed as inhibitors | A549 ARE-Fluc cells, CellTiter-Fluor viability, 18-24 h | 390,000 tested, 0.16% active; note: potency is the fitted concentration of half-maximal effect; % is set by controls: 0 for no effect and ±100 for the full control effect
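Cytotoxicity counterscreen: CellTiter-Fluor fluorescence was measured in A549 ARE_Fluc cells after 18-24 h of compound exposure in a concentration series. The subsequent BugLite luminescent read reports ARE-luciferase activity.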
Nrf2 ARE act: activates Nrf2 signaling. AREc32 ARE-luciferase reporter (MCF7-derived line), luminescence, 24 h. Potency, µM (doses to about 46.1 µM), inactives show at the top dose activation, actives largely listed as activators. 410,000 tested, 0.31% active. AID 624171; note: potency is the fitted concentration of half-maximal effect; % of control where 0% means no effect; nearly all actives have a fitted effect of over 65% in size
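Each well held 1000 AREc32 cells, which were incubated with compound for 24 hr at 37 deg C after overnight attachment, and ARE reporter activity was quantified by firefly luciferase luminescence.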
TGFb inhibitor: inhibitors of TGF-b signaling; 410,000 tested, 1.2% active; HepG2 CAGA-GFP TGF-b/SMAD3 reporter, GFP fluorescence, 18 h; TGF-beta stimulated, 500 pg/mL final; Potency, µM (titrated, usually from 46.1 µM), for the others: at the highest dose activity, negative = inhibition, actives largely listed as inhibitors; note: potency is the fitted concentration of half-maximal effect; % is set by controls: 0 for no effect and ±100 for the full control effect; nearly all actives have a fitted effect of over 65% in size
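Per well, imaged GFP fluorescence of HEPG2 CAGA-GFP cells gives the signal; cells get compound, then TGF-beta (500 pg/mL final), 18 h at 37 degrees C; %Activity versus -TGF-beta and +DMSO controls.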
Active calls of the source: *; i = inactive; ? = inconclusive; . = not tested or not shown; [ ] = another dose, or the depositor's remark. Unless noted, calls come from the whole dose curve; as a rule, active = well fitted curve in the direction sought with a large enough effect; inconclusive = small, poorly fitted or top-dose-only effect, or another doubt; inactive = no such curve, though single readings can be large; an effect the other way counts as inactive or inconclusive.

SMILES	ATXN2 expr inh	EPAC2 ag	HepG2 tox	IL-2 act	ATXN viability	Nrf2 block	A549 viability	Nrf2 ARE act	TGFb inhibitor
CCN(CC)S(=O)(=O)c1ccc2nc(NC(=O)c3ccc(Br)o3)sc2c1	2%	.	-26%	.	i	.	3%	0.3%	-8%
Cc1cccc2[nH]c(CCNC(=O)C3CCC(=O)N(CCc4cccc(F)c4)C3)nc12 (centres undefined)	3%	4%	-2%	-0.8	i	1%	13%	-0.5%	2%
COC(=O)CNC(=O)C1Cc2ccccc2CN1S(=O)(=O)c1cccs1 (centres undefined)	7%	-6%	17%	-2.3	i	-2%	-2%	0.2%	4%
c1ccc(SCc2nc3ccccc3[nH]2)nc1	30%[activator]	0%	1%	-1.8	i	.	5%	3.1%	-2%
CSc1ncccc1C(=O)Nc1ccc2c(c1)OCCO2	7%	1%	-14%	0.0	i	1%	-14%	3.9%	-2%
COc1ccccc1NC(=O)CC1S/C(=N/N=C2\CCCc3ccccc32)NC1=O (centres undefined)	-13%	-3%	-21%	-0.2	i	10%	-3%	0.3%	-23%
C[C@H](O)[C@@H]1C(=O)N2CCc3ccc(N4CCOCC4)cc3[C@@H]2C[C@@H]1N(C)S(=O)(=O)c1ccccc1	-3%	4%	-2%	0.1	i	-1%	-4%	-0.6%	-3%
O=C(CN1NS(=O)(=O)c2ccccc2C1=O)Nc1ccccc1OC(F)F	-1%	-5%	-17%	-2.5	i	2%	11%	0.0%	1%
CCCCN(C(=O)c1ccc(S(=O)(=O)N(CC)CC)cc1)c1c(N)n(CCC)c(=O)[nH]c1=O	-6%	12%	-40%	1.9	i	-8%	-10%	0.2%	8%
CC1CCN(S(=O)(=O)c2ccc3c(ccn3CCC(=O)NC(C)C)c2)CC1	.	-4%	-4%	-0.7	i	1%	1%	-1.1%	3%
O=C(CCS(=O)(=O)c1cc2c(cc1Cl)NC(=O)CO2)NCc1ccc(Cl)cc1	-15%	.	-7%	.	i	-13%	13%	-0.6%	3%
CCOC(=O)c1cc(S(=O)(=O)N2CCN(c3ccccc3OC)CC2)cn1C	-14%	5%	-5%	-0.7	i	0%	3%	-2.0%	-25%
O=C1NC(NS(=O)(=O)c2ccccc2)(C(F)(F)F)C(=O)N1Cc1ccccc1 (centres undefined)	4%	2%	9%	-1.0	i	-2%	1%	-0.6%	0%
COC(=O)c1nn(-c2ccccc2)c(=O)cc1Oc1ccccc1	-7%	3%	-6%	-1.9	i	26%	18%	-0.7%	?
CCOc1ccc(-c2c(=O)n(OCc3ccccc3Br)c3ccccc3[n+]2[O-])c(OCC)c1	.	8%	-10%	-4.3	i	-26%	-6%	-1.0%	-25%
CCOc1cc(CNc2nn[nH]n2)ccc1OCC(=O)NC(C)(C)C	-9%[2.22 µM]	1%	1%	-0.7	?	13%	2%	-0.7%	2%
Cc1nc2nc[nH]n2c(=O)c1CCC(C)C	-13%	5%	-7%	3.5	i	-13%	-12%	0.2%	-2%
CC1Cn2c(nc3c2c(=O)[nH]c(=O)n3C)O1 (centres undefined)	2%	-14%	2%	-0.6	?	9%	-4%	-0.2%	?
Clc1cc(Cl)c2nc(N3CCCC3)sc2c1	79%[activator]	11%	-3%	0.3	i	?	-3%	8.0%	-22%
COc1ccc(CCN2C(=O)COc3ccccc3C2C(=O)NCc2ccccc2)cc1OC (centres undefined)	10%	10%	.	-0.1	i	.	.	1.0%	.
CNC(=O)C1CC(=O)N(CCc2ccccc2)C(=Nc2ccc(OC)cc2)S1 (centres undefined)	-15%	4%	-1%	-3.0	i	-22%	0%	1.7%	-1%
Cn1ncc(N=Cc2ccccc2[N+](=O)[O-])c1C(N)=O	8%	8%	8%	-0.7	i	-13%	2%	0.3%	-3%
Cc1ccc(S(=O)(=O)NCCCCCC(N)=O)cc1	0%	-5%	-1%	0.2	i	0%	-11%	0.5%	11%
CN(C)c1c(N)[nH]c2c(c1=O)c(=O)n(C)c(=O)n2C	-11%	5%	6%	-1.0	i	-8%	0%	0.1%	7%
Cc1ccc(NC(=O)CSc2nc(N)cc(=O)[nH]2)cc1S(=O)(=O)N1CCCCCC1	3%	5%	-2%	0.8	i	-22%	-8%	-0.4%	18%
CCNS(=O)(=O)c1ccc(CCC(=O)N2CCN(c3ccc(OC)cc3)CC2)cc1	-8%	1%	-23%	-2.9	i	1%	-12%	-0.5%	-13%
Cc1ccccc1C(=O)NNc1ncnc2c1cnn2C	-15%	16%	11%	0.7	.	4%	-3%	2.6%	-1%

Of the compounds above, seven contain a halogen.
SMILES	ATXN2 expr inh	EPAC2 ag	HepG2 tox	IL-2 act	ATXN viability	Nrf2 block	A549 viability	Nrf2 ARE act	TGFb inhibitor
CCN(CC)S(=O)(=O)c1ccc2nc(NC(=O)c3ccc(Br)o3)sc2c1	2%	.	-26%	.	i	.	3%	0.3%	-8%
Cc1cccc2[nH]c(CCNC(=O)C3CCC(=O)N(CCc4cccc(F)c4)C3)nc12 (centres undefined)	3%	4%	-2%	-0.8	i	1%	13%	-0.5%	2%
O=C(CN1NS(=O)(=O)c2ccccc2C1=O)Nc1ccccc1OC(F)F	-1%	-5%	-17%	-2.5	i	2%	11%	0.0%	1%
O=C(CCS(=O)(=O)c1cc2c(cc1Cl)NC(=O)CO2)NCc1ccc(Cl)cc1	-15%	.	-7%	.	i	-13%	13%	-0.6%	3%
O=C1NC(NS(=O)(=O)c2ccccc2)(C(F)(F)F)C(=O)N1Cc1ccccc1 (centres undefined)	4%	2%	9%	-1.0	i	-2%	1%	-0.6%	0%
CCOc1ccc(-c2c(=O)n(OCc3ccccc3Br)c3ccccc3[n+]2[O-])c(OCC)c1	.	8%	-10%	-4.3	i	-26%	-6%	-1.0%	-25%
Clc1cc(Cl)c2nc(N3CCCC3)sc2c1	79%[activator]	11%	-3%	0.3	i	?	-3%	8.0%	-22%

Assay outcomes from PubChem BioAssay.
